High-throughput results: PubChem, several laboratories
TDP2 inh – blocks human TDP2 phosphodiesterase activity; O95551; recombinant TDP2, T5PNP hydrolysis, p-nitrophenol absorbance 415 nm; inhibition, % at 12.8 µM; 370,000 compounds, 0.34% hits; AID 720702;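 active = inhibition above the mean of all tested compounds plus 3 SD, set per campaign, cut at about 25% in these data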;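 note: 0% = DMSO with enzyme and 100% = buffer with substrate but no TDP2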
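System – recombinant human TDP2 · Amount – 120 nM TDP2 per well · Buffer or medium – Mg2+-containing Tris-HCl buffer, pH 7.5 · Reagent – T5PNP substrate, 5 mM · Dosing – 12.8 µM single point, 1% DMSO · Incubation – 2 h at 37 °C · Measured by – epi absorbance · Read-out basis – percent inhibition · Benchmarks – high control without enzyme, low control DMSO plus TDP2 · Repeats – singlicate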
ABHD4 inh – inhibitors of mouse ABHD4; Q8VD66; purified mABHD4, FP-Rh probe fluorescence polarization; inhibition, % at 8.92 µM; 370,000 compounds, 0.54% hits;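 active = inhibition exceeding the mean over every tested compound plus 3 SD, cut at about 30% in these data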;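 note: 0% = plate median of compound wells and 100% = S159A mutant with DMSO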
Target sequence (Q8VD66 whole entry, looked up): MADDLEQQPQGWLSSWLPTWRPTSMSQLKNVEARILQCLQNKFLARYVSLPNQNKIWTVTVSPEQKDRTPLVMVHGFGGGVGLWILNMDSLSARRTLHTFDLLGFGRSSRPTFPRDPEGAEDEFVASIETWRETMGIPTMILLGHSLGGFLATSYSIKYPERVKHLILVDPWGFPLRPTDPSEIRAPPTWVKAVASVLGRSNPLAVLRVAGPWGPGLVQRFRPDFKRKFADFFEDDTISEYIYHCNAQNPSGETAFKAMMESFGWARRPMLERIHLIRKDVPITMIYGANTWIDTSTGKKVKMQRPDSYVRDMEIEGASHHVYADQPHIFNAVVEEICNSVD
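Test system: mABHD4 protein | Buffer or medium: HEPES pH 7.0 buffer, 150 mM NaCl, 0.01% Pluronic F-127 | Probe or stimulus: FP-Rh fluorescent activity-based probe, added after compound pre-incubation | Timing: Pre-incubation 45 min, probe exposure 60 min, at 25 °C | Technique: Fluorescence polarization, excitation 525 nm, emission 598 nm, BODIPY TMR filters | Repeats: Single well per compound (singlicate)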
rCAG RNA binder – molecules binding r(CAG) RNA repeats; r(CAG) RNA repeat, TO-PRO-1 dye displacement fluorescence; 370,000 compounds, 1.3% hits; AID 651821; inhibition, % at 3 µM;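 active = inhibition above the plate cutoff, the mean of all test compounds on that plate plus 3 SD, cut at about 35% in these data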;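 note: 0% = DMSO alone and 100% = 100 µM mitoxantrone as full dye displacement; higher means more dye released from RNA so lower well fluorescence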
HTRA1 inhibitor – blocks human HTRA1 serine peptidase | inhibition, % at 5.96 µM | Q92743 | 340,000 compounds, 0.5% hits | AID 504803 | recombinant HTRA1, FP-rhodamine activity-based probe, fluorescence polarization; in the data active = inhibition above about 36%;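 note: 0% = enzyme with DMSO and 100% = wells lacking enzyme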
NR1D1 modulator – modulates human Rev-erb alpha binding to DNA; P20393; Rev-erbα–FITC-DNA binding, fluorescence polarization, 90 min; activity, % at 10 µM; 370,000 compounds, 0.79% hits;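 active = activity above about 14%, limit read from the data; passing the limit was not always enough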;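 note: 0% = DMSO wells with 35 nM protein and 100% = DMSO wells with 750 nM protein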
PG9 Ab binder – small molecules binding HIV-1 gp120 antibody PG9 | 360,000 compounds, 0.43% hits | TR-FRET gp120-PG9 antibody binding | inhibition, % at 6.7 µM; in the data active = inhibition above about 8.5%
TCR CD3 inh – human TCR-CD3 binding inhibition | 360,000 compounds, 0.37% hits | TAMRA-labeled TCR probe fluorescence, biochemical | inhibition, % at 9.4 µM; in the data active = inhibition above about 19%;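 note: recombinant mutant TCR 2C K166C tagged with TAMRA read by polarization; 0% = receptor in buffer alone and 100% = receptor with positive control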
PRMT1 FP inh – PRMT1 (human) inhibition, primary screen. inhibition, % at 2.79 µM. 370,000 compounds, 1.3% hits. recombinant PRMT1, activity-based probe fluorescence polarization;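 active = inhibition above about 21% made by adding two undisclosed values, limit read from the data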
SIAE inh – blocks human sialic acid acetylesterase; Q9HAT2; SIAE FP-Rh probe binding, fluorescence polarization; inhibition, % at 9.66 µM; 370,000 compounds, 0.69% hits;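 active = inhibition above a cutoff: mean of compounds within the control limits plus 3 SD of those, cut at about 17% in these data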;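 note: 0% = plate median of compound wells and 100% = probe without SIAE protein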
Target sequence (Q9HAT2 whole entry, looked up): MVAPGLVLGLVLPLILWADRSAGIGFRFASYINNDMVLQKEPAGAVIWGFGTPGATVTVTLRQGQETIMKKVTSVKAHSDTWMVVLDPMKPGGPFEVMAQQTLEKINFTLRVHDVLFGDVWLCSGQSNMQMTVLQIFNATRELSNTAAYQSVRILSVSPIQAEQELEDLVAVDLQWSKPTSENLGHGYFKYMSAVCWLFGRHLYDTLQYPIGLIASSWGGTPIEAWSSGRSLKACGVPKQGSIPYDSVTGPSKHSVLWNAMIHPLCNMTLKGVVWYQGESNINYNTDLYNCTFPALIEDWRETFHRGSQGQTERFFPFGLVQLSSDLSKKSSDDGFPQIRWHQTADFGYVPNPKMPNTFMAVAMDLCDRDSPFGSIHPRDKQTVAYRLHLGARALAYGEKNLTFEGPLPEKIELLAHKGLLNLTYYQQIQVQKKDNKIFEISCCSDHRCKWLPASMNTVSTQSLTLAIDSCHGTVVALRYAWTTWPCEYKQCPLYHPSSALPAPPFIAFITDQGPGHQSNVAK
LEDGF integ inh – blocks HIV-1 LEDGF/p75-dependent DNA integration | TR-FRET IN-LEDGF/p75 DNA integration, Eu/Cy5 | AID 743269 | 370,000 compounds, 0.64% hits | inhibition, % at 3.7 µM;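 active = inhibition above the screen-wide mean plus 3 SD, cut at about 13% in these data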;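 note: signal is the Cy5 over europium emission ratio at 671 and 618 nm; 0% = plate median of compound wells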
Active calls of the source: *; x = no result given; & = joins results of further samples. Only part of the results is shown, so the mix of outcomes need not match the whole.

SMILES	TDP2 inh	ABHD4 inh	rCAG RNA binder	HTRA1 inhibitor	NR1D1 modulator	PG9 Ab binder	TCR CD3 inh	PRMT1 FP inh	SIAE inh	LEDGF integ inh
O=C(Cc1ccccn1)c1ccccc1	-3	4	2	-5	-8	-1.0	0	0	-5	2
CCOc1ccc(Cl)cc1S(=O)(=O)N1CCC(C(=O)NCc2ccco2)CC1	9	0	-1	-2	1	-0.2	-4	1	0	4
CCOC(=O)c1cc2c(c(-c3cccc(-c4cc5ccccc5o4)c3)n1)[C@@H](CCO)N(S(=O)C(C)(C)C)C2 (stereo not given in full)	-8	-2	11	x	0	-1.0	0	0	-10	-1
CCc1nnc(NC(=O)C2Cc3ccccc3CN2S(=O)(=O)c2c(C)c(C)cc(C)c2C)s1 (stereo not given)	6	9	5	-19	2	0.5	-1	0	-8	-2
Cc1ccc2[nH]c(=O)c(CN(CCCN(C)C)C(=O)Nc3cccc(Cl)c3)cc2c1	-1	0	1	-7	4	1.4	3	-3	2	2
COc1cccc(OC)c1C(=O)Nc1nc2ccc(S(C)(=O)=O)cc2s1	11	0	4	-1	4	1.1	0	-2	-3	-2
CC(=O)c1sc(NC(=O)c2c(F)cccc2F)nc1C	-4	-3	4	3	1	1.0	7	0	-5	-4
Cc1ccc(-n2ccc(=O)c(C(=O)Nc3ccc(S(=O)(=O)Nc4onc(C)c4C)cc3)n2)cc1	6	4	59*	-5	5	0.4	-1	0	-10	0
O=C(COc1ccc(F)cc1Cl)Nc1nc(-c2ccccn2)cs1	11	-1	6	11	1	-1.0	1	3	1	8
Cn1c(C(=O)Nc2ccc3c(c2)OCCO3)cc2c(=O)n(C)c3ccccc3c21	0	3	14	-16	-16	1.2	-5	-6	1	1
O=c1[nH]c2cc(F)ccc2c2ccc(F)cc12	3	7	11	2	-11	-0.1	-3	1	3	0
COc1ccc(/C=C/C(=O)OCC(=O)Nc2ccc3[nH]c(=O)[nH]c3c2)cc1OC	2	7	3	-4	-4	-0.5	2	0	-4	0
COc1ccc(C2CC(=O)Oc3c(C(C)C)ccc(C)c32)cc1 (stereo not given)	-8	-11	5	-11	10	-2.7	-1	2	-9	2
O=C(OCC(=O)N1N=C(c2ccc(Cl)cc2)CC1c1ccco1)c1ccccc1O (stereo not given)	-1	-4	0	-15	-2	-1.6	-10	-1	-15	5
O=C(CSc1nnc2ccccn12)c1ccc(OC(F)F)cc1OC(F)F	-11	4	-3	-8	-2	-0.9	0	1	-10	-1
C/C=C/c1ccc(OCC(=O)N(C)CC(=O)Nc2ccc(F)cc2)c(OC)c1	0	0	-4	-4	-4	0.4	2	4	-2	0
Cc1cccc(NC(=O)CCS(=O)(=O)c2ccc(Cl)cc2)c1	3	4	1	1	5	-2.4	-1	1	-6	-2
Cc1cccn2c(=O)c3cc(C(=O)NCCN4CCOCC4)c(=N)n(CCCN4CCOCC4)c3nc12	-20	0	-7	2	-2	1.4	0	0	7	0
CN(NS(C)(=O)=O)c1c(C#N)c(C(F)(F)F)nn1C	-8	-1	1	-5	2	0.1	-1	-2	0	-2
C/C=N/NC(=O)c1cc(Br)ccc1O	6	9	7	14	-8	-0.7	3	2	6	2
COc1ccc(NS(=O)(=O)c2cccc3nsnc23)cc1Cl	0	3	0	8	6	-0.8	1	-5	-1	1
N#CN/C(=N\S(=O)(=O)c1ccccc1)c1ccccc1	-16	-1	-1	5	8	-0.5	2	3	5	-7
Cc1ccccc1OCC(=O)OCC(=O)NC1CCCC(C)C1C (stereo not given)	4	1	-2	7	-9	1.4	5	2	-3	-2
CCCOc1ccc(/C=C/C(=O)NC2CCCCC2)cc1OC	-1	9	-2	5	-6	1.2	-7	4	-1	-4

7 entries already listed, sorted by SMILES length, ascending:
SMILES	TDP2 inh	ABHD4 inh	rCAG RNA binder	HTRA1 inhibitor	NR1D1 modulator	PG9 Ab binder	TCR CD3 inh	PRMT1 FP inh	SIAE inh	LEDGF integ inh
CCCOc1ccc(/C=C/C(=O)NC2CCCCC2)cc1OC	-1	9	-2	5	-6	1.2	-7	4	-1	-4
Cc1ccccc1OCC(=O)OCC(=O)NC1CCCC(C)C1C (stereo not given)	4	1	-2	7	-9	1.4	5	2	-3	-2
COc1ccc(NS(=O)(=O)c2cccc3nsnc23)cc1Cl	0	3	0	8	6	-0.8	1	-5	-1	1
CN(NS(C)(=O)=O)c1c(C#N)c(C(F)(F)F)nn1C	-8	-1	1	-5	2	0.1	-1	-2	0	-2
Cc1cccc(NC(=O)CCS(=O)(=O)c2ccc(Cl)cc2)c1	3	4	1	1	5	-2.4	-1	1	-6	-2
C/C=C/c1ccc(OCC(=O)N(C)CC(=O)Nc2ccc(F)cc2)c(OC)c1	0	0	-4	-4	-4	0.4	2	4	-2	0
O=C(OCC(=O)N1N=C(c2ccc(Cl)cc2)CC1c1ccco1)c1ccccc1O (stereo not given)	-1	-4	0	-15	-2	-1.6	-10	-1	-15	5

(listing goes on)
SMILES	TDP2 inh	ABHD4 inh	rCAG RNA binder	HTRA1 inhibitor	NR1D1 modulator	PG9 Ab binder	TCR CD3 inh	PRMT1 FP inh	SIAE inh	LEDGF integ inh
CCCCNC(=O)C1(O)c2ccccc2NC(=O)N1c1ccc(Cl)cc1 (stereo not given)	-10	0	8	-4	0	-0.2	2	-1	-5	0
O=C1C=C(NCC2CCCO2)CC(c2ccccc2)C1 (stereo not given)	7	6	4	-3	-2	-0.1	2	1	6	1
CCCN1CCC(=O)N([C@H](CSc2ccccc2)c2ccccc2)CC1	-3	-10	-9	-8	-6	-1.4	-5	1	12	5
COc1cccc(-c2nnc(SCCOc3ccc4c(C)cc(=O)oc4c3)o2)c1	4	-1	-1	4	1	-0.8	6	-4	6	-1
Cc1cccc(C(=O)OCC(=O)NCc2cccs2)c1	-8	2	-2	-6	0	-1.8	1	0	2	-1
O=C(O)C1CC=C(Cl)CC1C(=O)NCc1ccccc1 (stereo not given)	0	2	1	7	-2	0.8	-8	-5	12	-1
O=C(NNC(=O)C12CC3CC(CC(C3)C1)C2)c1cccc([N+](=O)[O-])c1	-13	0	4	8	-5	-2.6	2	-5	1	0
O=C(NCc1ccccn1)C1CCC(=O)N1C1CCCCC1 (stereo not given)	-10	-2	1	4	6	0.1	0	-2	5	0
Cc1cc(/C=N/NC(=O)CC#N)c(C)n1-c1ccc([N+](=O)[O-])cc1	-7	-1	3	4	2	-1.8	-2	6	3	1
Cc1c(C(=O)NCCSCc2c(Cl)cccc2Cl)cccc1[N+](=O)[O-]	-20	-12	0	-7	3	-1.3	-11	-1	-6	4
COc1ccc(C(CC(=O)Nc2nccs2)n2cccc2)cc1 (stereo not given)	-5	-15	7	-7	4	0.4	-4	7	-3	4
COc1ccc2c(c1)N=C(c1[nH]c3ccccc3c1CCN1C(=O)c3ccccc3C1=O)[C@]2(O)CCN1C(=O)c2ccccc2C1=O	-4	-12	x	x	3	x	x	4	-8	0
CCOC(=O)c1c(NC(=O)CSc2nc(C)cc(C)c2C#N)sc(C(C)=O)c1C	1	5	-2	0	35*	1.6	2	-2	-1	-2
Cc1ccc(-c2csc3ncn(CC(=O)NCC(c4ccco4)N4CCCC4)c(=O)c23)cc1 (stereo not given)	5	-1	1	-7	-3	0.3	-4	3	6	0
Cn1ncc(N=Cc2ccccc2)c1C(N)=O	9	7	-3	1	-2	-0.1	-1	0	5	2
COc1ccc(NC(=O)COC(=O)c2ccc(Cl)c(S(N)(=O)=O)c2)c([N+](=O)[O-])c1	-11	-8	14	-1	1	2.4	-11	5	-5	5
CC1(C(=O)NS(=O)(=O)Cc2cccc(Cl)c2)CCN1C(=O)CCc1cccs1 (stereo not given)	5	8	15	x	-3	-2.5	7	1	2	-2
CCO[C@H]1OC(C(=O)NCc2ccccc2)=C[C@@H](c2ccccc2)[C@@H]1CCCO	-3	0	-5	1	-1	0.5	3	0	-2	-2
COc1ccc(-c2c(-c3cc(OC)cc(OC)c3)n(C)c3ccc(-c4ccc(N(C)C)nc4)cc23)cc1	2	2	3	-10	15	1.6	6	0	3	0
COc1ccc(CCNC(=O)CSc2nnc(CNC(=O)c3cc(OC)c(OC)c(OC)c3)o2)cc1OC	-6	7	-1	3	-1	-0.8	-2	2	8	-2
CCCCc1ccc(N=N/C(C(=O)Nc2cc(OC)c(NC(C)=O)cc2OC)=C(/C)O)cc1	-1	5	4	6	-4	0.7	2	-3	1	-2
Cc1oc2ccc(O)cc2c1C(=O)c1ccc(Br)cc1	5	-4	4	-29	4	-1.1	7	-3	-6	2
O=c1[nH]cnc2[nH]ncc12	1	1	3	1	0&9	-0.8	3	-2	-2	-1
O=C(Oc1cc(=O)oc2c1c(=O)n1c3c(cccc23)CC1)c1ccccc1	13	4	4	2	-1	-0.7	-5	-2	-3	5
Cc1cccc(Cc2nnc(CCC(=O)NCc3cnc4ccccn34)o2)c1	-10	-4	-7	6	4	0.4	-2	0	2	-7
Cc1c(C(=O)N/N=C/c2c(O)ccc3ccccc23)nnn1-c1nonc1N	-1	10	2	12	1	-1.7	14	0	1	-1
CSc1nc2c(c(-c3ccccc3)c1C#N)CCC2	-8	-4	4	-28	1	-1.5	4	-3	-6	1
CC(NC(=O)C1CCN(C(=O)[C@@H]2Cc3ccccc3CN2)CC1)c1ccccc1 (stereo not given in full)	0	-3	-4	5	4	-0.8	12	-3	3	-2
O=C1Nc2ccccc2N=C(c2ccccc2)c2ccccc21	0	-1	0	x	1	-0.4	2	-4	7	1
O=S(=O)(NCCN1CCOCC1)c1cccc(C(F)(F)F)c1	3	1	-3	2	6	1.0	-8	-1	-1	0
Cc1ccc(-n2c(CNc3ccc(F)cc3)nnc2SCC(=O)N2CCOCC2)cc1	-10	2	-6	4	-4	-1.5	4	-3	4	-2
O=C(c1ccc2ccccc2n1)N1CCN(c2ccccc2O)CC1	10	-1	-2	4	-3	-1.9	-4	-1	10	-2
